EPAC1 antag: antagonists of human EPAC1; actives 0.14% (n = 360,000); Potency, µM (top dose mostly 115 µM), inactives show top-dose activity change, negative = inhibition, hits mostly inhibitors; EPAC1 GEF assay, Rap1b-BODIPY-GDP exchange fluorescence; O95398;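 further: potency means the concentration at half of the fitted maximal effect; plate controls were vehicle for no effect and positive control for full effect; nearly all actives have a fitted effect of over 50% in size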
PI5P4Ka inh: inhibitors of human PI5P4K alpha. PI5P4Kalpha enzyme, ADP-Glo luminescence, 60 min; hits give low values. max response, %. AID 652105. P48426. actives 1.2% (n = 330,000); active means max response of -50% or lower; inconclusive means between -30% and -50%; inactive means -30% or higher; further: value at the top dose of about 77 µM; on the % scale 0 is the no-effect control and ±100 the full control effect
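Reactions run in 0.038 M HEPES pH 7.4, 0.28 mM EGTA, 0.1% CHAPS and 5% DMSO, with PI5P4Kalpha, substrate, compound and 5 microM ATP final, one hour at room temperature. Readout is ADP-Glo luminescence.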
PLK1 PBD block: blocks phosphopeptide binding to human PLK1 polo-box domain. P53350. Potency, µM, for the others: max response, negative = inhibition, usual class: inhibitors. actives 2.8% (n = 360,000). Plk1 PBD binding of FITC phosphopeptide, fluorescence polarization; further: potency means the concentration at half of the fitted maximal effect; series mostly up to about 57 µM; on the % scale 0 is the no-effect control and ±100 the full control effect; nearly all actives have a fitted effect of over 65% in size
CCT modulator: cytosolic chaperonin activity modulation; actives 0.3% (n = 360,000); activity change, % (no concentration beside the values), hits read low; purified chaperonin ATPase assay, HTRF ADP detection, 30 min; AID 651819; in the data active means activity change below about -30%; further: on the % scale 0 is the no-effect control and ±100 the full control effect
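TRiC at 40 or 20 nM final (batch-dependent) in 30 mM Tris pH 7.4, 100 mM KCl, 5 mM MgCl2, 1 mM DTT, with compound at single 76 uM and 10 uM ATP, 30 min at 37 deg C. ADP detected by HTRF Transcreener, 665/615 ratio.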
EPAC1 ag: EPAC1 (human) agonism | EPAC1 agonist qHTS, biochemical assay; response scale: 100% = response to 6.5 mM cAMP | O95398 | AID 720707 | Potency, µM (highest dose often 154 µM), for the others: at the top dose activation, actives largely listed as activators | actives 0.073% (n = 360,000); further: potency means the concentration at half of the fitted maximal effect; nearly all actives have a fitted effect of over 60% in size
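EPAC1 100 nM, Rap1B–BODIPY-GDP 250 nM, unlabeled GDP 50 uM; compound titration; 5 min RT; kinetic read ex480/em540 at 5-min intervals ×30 min; data normalized to 6.5 mM cAMP agonist control.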
MmCpn inh: inhibitors of Methanococcus maripaludis chaperonin (MmCpn); Potency, µM (series often up to 76.9 µM), for inactives: at the top dose activity, negative = inhibition, most hits filed as inhibitors; actives 0.031% (n = 330,000); purified Mm-Cpn ATPase, ADP Transcreener TR-FRET; AID 504842; further: potency means the concentration at half of the fitted maximal effect; on the % scale 0 is the no-effect control and ±100 the full control effect; nearly all actives have a fitted effect of over 80% in size
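Measured: ADP formation by purified Mm-CPN. Conditions: 25 nM protein, 10 uM ATP, Tris pH 7.4 with Mg2+, K+ and DTT, 37°C for 30 min. Detection: Transcreener HTRF after 30 min at room temperature.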
WRN helicase inh: WRN helicase (human) inhibition; WRN helicase unwinding, fluorescent forked duplex, kinetic; Potency, µM (titrated, usually from 114 µM), for the others: at the top dose activity change, negative = inhibition, most hits filed as inhibitors; actives 0.46% (n = 360,000); Q14191; further: potency means the concentration at half of the fitted maximal effect; on the % scale 0 is the no-effect control and ±100 the full control effect; nearly all actives have a fitted effect of over 55% in size
Target sequence (Q14191 whole entry, looked up): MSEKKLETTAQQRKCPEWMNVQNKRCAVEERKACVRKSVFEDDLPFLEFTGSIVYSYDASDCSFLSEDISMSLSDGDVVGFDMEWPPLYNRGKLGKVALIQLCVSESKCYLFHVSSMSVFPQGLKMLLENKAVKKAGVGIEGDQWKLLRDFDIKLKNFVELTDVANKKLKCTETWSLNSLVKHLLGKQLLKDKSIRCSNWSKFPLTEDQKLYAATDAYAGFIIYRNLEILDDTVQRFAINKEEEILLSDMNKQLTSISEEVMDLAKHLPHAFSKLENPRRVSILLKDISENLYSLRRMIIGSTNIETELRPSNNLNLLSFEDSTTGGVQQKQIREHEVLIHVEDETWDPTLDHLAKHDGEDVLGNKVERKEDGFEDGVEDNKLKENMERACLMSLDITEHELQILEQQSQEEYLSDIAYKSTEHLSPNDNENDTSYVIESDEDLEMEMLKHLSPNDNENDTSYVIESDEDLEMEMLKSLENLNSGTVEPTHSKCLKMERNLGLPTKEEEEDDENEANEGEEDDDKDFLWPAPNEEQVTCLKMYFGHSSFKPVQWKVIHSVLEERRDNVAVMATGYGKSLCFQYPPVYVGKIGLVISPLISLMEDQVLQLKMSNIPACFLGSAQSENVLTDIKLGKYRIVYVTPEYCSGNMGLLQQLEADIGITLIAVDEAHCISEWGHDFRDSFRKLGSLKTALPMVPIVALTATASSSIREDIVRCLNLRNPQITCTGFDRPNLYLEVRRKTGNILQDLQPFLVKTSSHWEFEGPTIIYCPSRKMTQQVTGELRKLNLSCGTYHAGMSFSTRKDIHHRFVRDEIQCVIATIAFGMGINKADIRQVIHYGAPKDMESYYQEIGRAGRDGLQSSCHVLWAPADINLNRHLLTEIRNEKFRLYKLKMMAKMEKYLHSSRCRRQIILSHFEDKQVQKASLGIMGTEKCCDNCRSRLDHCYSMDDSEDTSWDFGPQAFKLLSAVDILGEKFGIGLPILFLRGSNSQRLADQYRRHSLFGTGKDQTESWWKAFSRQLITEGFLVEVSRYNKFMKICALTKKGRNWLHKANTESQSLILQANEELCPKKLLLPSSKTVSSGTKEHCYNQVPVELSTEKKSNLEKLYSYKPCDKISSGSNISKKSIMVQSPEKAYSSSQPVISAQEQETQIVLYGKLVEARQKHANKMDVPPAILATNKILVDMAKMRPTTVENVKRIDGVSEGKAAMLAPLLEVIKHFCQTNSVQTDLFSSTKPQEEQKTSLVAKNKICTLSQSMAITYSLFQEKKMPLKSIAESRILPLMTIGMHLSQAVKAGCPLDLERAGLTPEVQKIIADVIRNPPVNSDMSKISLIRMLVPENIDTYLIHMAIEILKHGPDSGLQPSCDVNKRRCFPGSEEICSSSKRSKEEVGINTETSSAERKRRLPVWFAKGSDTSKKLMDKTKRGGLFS
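Enzyme (20 nM final) and test compound sit together 15 min at room temperature before substrate addition. Substrate is a single-forked duplex oligonucleotide (100 nM) labelled with fluorophore and quencher, with 2 mM ATP; helicase unwinding raises red fluorescence, read kinetically.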
EPAC2 antag: EPAC2 (human) antagonism. Q8WZA2. EPAC2 GEF exchange of Rap1B-BODIPY-GDP, fluorescence. Potency, µM (top dose mostly 114 µM), for the others: at the top dose activity, negative = inhibition, most hits filed as inhibitors. actives 0.18% (n = 360,000). AID 720708; further: potency means the concentration at half of the fitted maximal effect; on the % scale 0 is the no-effect control and ±100 the full control effect; nearly all actives have a fitted effect of over 45% in size; many of its hits are not listed in these tables
The depositor's hits bear a star; ? = inconclusive; . = no result given; [ ] = remark or other dose. Unless noted, the call rests on the fitted dose curve; in most records, active means well fitted curve in the direction sought with a large enough effect; inconclusive means small, poorly fitted or top-dose-only effect, or another doubt; inactive means no such curve, though single readings can be large; an effect the other way counts as inactive or inconclusive.

SMILES	EPAC1 antag	PI5P4Ka inh	PLK1 PBD block	CCT modulator	EPAC1 ag	MmCpn inh	WRN helicase inh	EPAC2 antag
CC(=O)Nc1ccc(C(=O)COC(=O)CCN2C(=O)C3CC=CCC3C2=O)cc1 (stereo not given)	20%	-9	-4%	-1.7	-2%	-5%	8%	2%
Cc1onc(-c2ccccc2)c1C(=O)Nc1ccc(Cl)cn1	-8%	7	-1%	3.3	4%	-3%	14%	-3%
CN(Cc1ccncc1)C1CC(=O)N(c2ccc(Cl)cc2)C1=O (stereo not given)	5%	-2	-10%	-0.2	-2%	-4%	-36%[57.1 µM]	-4%
COc1ccc(CNC(=O)COC(=O)c2ccc(S(=O)(=O)NCc3ccco3)cc2)cc1	4%	-23	-7%	0.1	0%	0%	-9%	16%
O=C(COC(=O)/C=C/c1cccc(Br)c1)NCCc1ccccc1	1%	-6	2%	0.2	-12%	-3%	7%	-7%
O=C(c1cc(Br)ccc1Cl)N1CCN(c2ccccn2)CC1	-7%	-2	0%	1.8	17%	1%	-6%	-5%
COc1ccc(NC(=O)CSc2nccn2-c2cccc(OC)c2)cc1	-9%	-4	-5%	-0.3	6%	-2%	-14%	4%
Cc1ccc(OCC(=O)Nc2ccc(-c3nc4ncccc4o3)cc2)cc1	-4%	-1	-4%	-0.3	-11%	0%	4%	10%
Cc1cc(C(=O)Nc2sc3c(c2C#N)CCC(C)C3)cs1 (stereo not given)	-4%	.	-15%	1.1	4%	-7%	-1%	-3%
COc1ccc(Cl)cc1NC(=O)Cn1c(NCCO)nc2ccccc21	-21%	2	-18%	-1.1	9%	1%	4%	-4%
Cc1cccn2c(CN(C)C3CCCc4ccccc43)c(C(=O)N3CCOCC3)nc12 (stereo not given)	3%	0	-5%	0.5	7%	-2%	0%	-12%
COc1ccccc1CN1CCN(C(=O)c2ccco2)CC1	-17%	2	-4%	0.5	0%	-2%	-14%	-19%
Cc1cc(C)cc(C(=O)N[C@@H](C)C(=O)N2CCC3(CC2)NCCc2[nH]cnc23)c1	-9%	0	?	0.1	0%	-8%	2%	5%
COc1cc2c(cc1OC)C(COc1ccc([N+](=O)[O-])cc1)NCC2 (stereo not given)	24%	-6	-13%	0.5	-5%	1%	-4%	12%
C/C(=N\S(=O)(=O)c1ccc(C)cc1)NC(=S)Nc1ccccc1	10%	-1	-1%	-0.3	1%	-1%	-4%	1%
CC(C)c1nc2ccccc2n1CCC(=O)O	6%	.	-2%	2.8	3%	1%	0%	-2%
COc1ccccc1NC(=O)c1nn(-c2ccccc2)ccc1=O	-12%	7	-1%	-0.9	2%	-1%	-22%	-1%
CC(C)(C)Cc1c(-c2ccc(Br)cc2)nc2ccc(Cl)cn12	-11%	6	2%	2.3	-19%	.	-9%	-17%
[O-]C1=N[N+](=C(c2ccccc2)c2ccccc2)C1	1%	2	-7%	0.0	-13%	.	-4%	10%
C[C@@H]1CN(C(=O)c2nc3ccc(Cl)cn3c2CN[C@H]2CCCCNC2=O)C[C@H](C)O1	8%	-1	-17%	-1.2	3%	0%	-4%	-1%
Cc1cc(C)cc(C(=O)n2cnnc2N)c1	3%	10	?	-1.3	11%	0%	-27%	-5%
N#Cc1c(N)nc2c(c1N)CC(CO)O2 (stereo not given)	11%	12	-4%	3.1	-4%	2%	6%	16%
Nc1nc(NCCCN2CCOCC2)nc(Nc2cccc(F)c2)c1[N+](=O)[O-]	7%	-2	-4%	3.5	-1%	-2%	-13%	4%
CC1CN(C(=O)c2cc(S(=O)(=O)N3CCCC3)c(Cl)cc2Cl)CC(C)O1 (stereo not given)	1%	.	-7%	-2.2	1%	1%	-1%	3%
CCOC(=O)c1cnc(N2CCOCC2)[nH]c1=O	10%	1	3%	-1.7	2%	2%	16%	4%
S=c1[nH]nc(-c2cccs2)n1C1CCCCC1	-2%	-5	-22%	-1.8	3%	-2%	-13%	-3%
COc1ccc(CNC(=O)CCCn2nc([N+](=O)[O-])cc2C)cc1	-5%	0	-11%	-1.9	8%	-2%	-3%	-6%
CC(C)C[C@@H](CO)N1CCNCCC1=O	-5%	6	-7%	1.5	2%	2%	-3%	2%
Cc1ccccc1N(C(=O)c1snc(C(N)=O)c1N)C(C(=O)NC1CCCC1)c1ccco1 (stereo not given)	4%	2	-5%	-0.3	17%	-10%	0%	-15%
Cc1ccc(-c2nnn(CC(=O)NCC3COCCO3)n2)o1 (stereo not given)	3%	-15	30µM*	1.2	-3%	-1%	4%	4%
Cc1cccc(N(C)C(=O)CN(C)S(=O)(=O)c2ccc3c(c2)c(=O)n(C)c(=O)n3C)c1	-12%	-6	-6%	0.2	-22%	7%	-5%	0%
OC(c1ccc(-c2ccccc2)cc1)c1ncc(-c2cccc(F)c2)[nH]1 (stereo not given)	-17%	5	7%	0.5	-1%	.	-6%	-16%
CC(OC(=O)c1ccc(NC(=O)CC#N)cc1)C(=O)NC(c1ccccc1)c1ccccc1 (stereo not given)	-9%	?	1%	4.0	-11%	-4%	-4%[11.6 µM]	13%
COc1ccc(NC(=S)Nc2ccc(OC)cc2OC)c(OC)c1	5%	-9	27µM*	-3.5	7%	0%	-2%	6%
CC(C)(OC(=O)c1ccc(C(F)(F)F)cc1)c1cc2ccccc2c(=O)o1	-12%	8	-5%	1.4	-20%	0%	-4%	-4%
CC(C)(C)c1ccc(C(=O)Nc2nnc(Cc3c[nH]c4ccccc34)s2)cc1	-8%	3	-2%	-1.4	1%	2%	-2%	1%
COC(=O)CSc1nnc(COc2ccc([N+](=O)[O-])cc2)n1C	-7%	-3	1%	1.8	4%	2%	2%	1%
COc1ccc2c(c1)[C@H]1[C@H](CO2)[C@H](c2ccccc2)[C@]2(C)C(=O)Nc3cc(OC)c(OC)cc3C(=O)N12	-13%	6	6%	-0.5	6%	0%	-4%	3%
COC1CCCCC1Nc1cccc(SC)c1 (stereo not given)	-2%	.	2%	-0.6	2%	-3%	1%	1%
Cc1cc(Cl)c(S(=O)(=O)Nc2ccc3c(c2)OCO3)cc1OCC(=O)NC1CCCCC1	0%	-3	-3%	-0.1	0%	-1%	-2%	6%
Cn1c(SCC(=O)NCc2ccc3c(c2)OCO3)nc2scc(-c3cccs3)c2c1=O	-8%	-18	-3%	1.0	0%	-2%	-11%	-3%
COc1cccc(/C=N/NC(=O)CNC(=O)COc2ccccc2)c1O	-13%	-1	-11%	-4.2	3%	-2%	1%	10%
Cc1ccc(C)c(NC(=S)NC(C)C(c2cccs2)N2CCOCC2)c1 (stereo not given)	5%	9	-5%	-1.0	-3%	2%	0%	-1%
COc1ccc(C2=Nn3c(C)nnc3SC2)cc1	-4%	-1	-2%	-1.2	14%	-1%	-4%	-5%
O=C(OCc1nc2ccccc2s1)c1ccc(Br)s1	10%	.	-9%	-2.1	?	-11%	-4%	0%
C[C@H](NC(=O)c1nc[nH]c1C(=O)NCc1ccccc1)C(=O)OC(C)(C)C	-22%	1	-3%	-2.1	-11%	.	0%	-14%
Cn1c(CCc2nc3ccccc3[nH]2)nnc1SCC#N	-10%	?	19µM*	-5.2	9%	-18%	-1%	3%
COc1cc(CN(C(=O)c2ccco2)c2ccc(C)cc2)ccc1O	3%	.	-12%	-1.5	-3%	3%	1%	5%
CCN1CCN(CC(=O)Nc2cccc(C)c2C)C(=O)C1=O	7%	1	-7%	-1.8	11%	-1%	0%	2%
CN(C)c1cccc(CNC(=O)c2ccc3sc([C@H]4C[C@H](O)[C@@H](CO)O4)nc3c2)c1	4%	0	1%	-0.7	7%	.	-8%	1%
CC(C)CCNC(=O)c1ccc(CSCc2cccc(F)c2)o1	?	16	-15%	2.2	5%	1%	-7%	-15%
CCOC(=O)C1=C(C)NC(C)=C(C(=O)OCC)C1C(=O)OCC(=O)NC1CCCCC1	-4%	4	-6%	-2.1	-10%	-1%	-24%	-6%
Cc1ccc(Nc2nc3c(s2)CCC3)c(C)c1	-18%	1	-25%	-1.0	1%	1%	-9%	-4%
O=S(=O)(c1ccccc1)N1CCC2(CC1)OCCO2	3%	2	-23%	-2.4	3%	1%	1%	-2%
CC/C(=N\NC(=O)c1ccc2c(c1)OCO2)C12CC3CC(CC(C3)C1)C2	-8%	2	-9%	-0.3	-2%	2%	-13%	-3%
Cn1c(=O)c2sccc2n2c(CCCC(=O)NCc3ccco3)nnc12	-3%	-13	-5%	-1.2	-8%	-1%	-2%	6%
Cc1ccc(-c2noc(C3CCCN(C(=O)c4cccc(Cl)c4)C3)n2)o1 (stereo not given)	-5%	4	-14%	1.7	5%	1%	-25%	-9%
CCC(C)/C(C)=N/NC(=O)c1cn(-c2ccccc2)nc1-c1ccccc1 (stereo not given)	?	6	-9%	0.9	4%	-1%	-2%	-3%
COC(=O)C[C@@H]1OC[C@H](Cc2ccccc2)N1S(=O)(=O)c1ccc(C)cc1	-1%	1	-6%	.	19%	.	-5%	-10%
CC(=O)NN1C(=O)c2ccc3c4c(ccc(c24)C1=O)C(=O)N(NC(C)=O)C3=O	-5%	4	-1%	-0.7	-4%	0%	0%	-7%

Full records as entered above. Order of screens: EPAC1 antag | PI5P4Ka inh | PLK1 PBD block | CCT modulator | EPAC1 ag | MmCpn inh | WRN helicase inh | EPAC2 antag
Shown for `Cc1cc(C(=O)Nc2sc3c(c2C#N)CCC(C)C3)cs1` (stereo not given) : -4% | . | -15% | 1.1 | 4% | -7% | -1% | -3%
Shown for `C[C@@H]1CN(C(=O)c2nc3ccc(Cl)cn3c2CN[C@H]2CCCCNC2=O)C[C@H](C)O1` : 8% | -1 | -17% | -1.2 | 3% | 0% | -4% | -1%
Shown for `Cc1cc(C)cc(C(=O)N[C@@H](C)C(=O)N2CCC3(CC2)NCCc2[nH]cnc23)c1` : -9% | 0 | ? | 0.1 | 0% | -8% | 2% | 5%

Other compounds.
SMILES	EPAC1 antag	PI5P4Ka inh	PLK1 PBD block	CCT modulator	EPAC1 ag	MmCpn inh	WRN helicase inh	EPAC2 antag
Cc1cccc(N2CC(C(=O)Nc3ccc(S(=O)(=O)NCC4CCCO4)cc3)CC2=O)c1C (stereo not given)	1%	1	-7%	-0.6	1%	2%	-3%	-6%
Cc1cc(C(=O)COc2cccc([N+](=O)[O-])c2)c(C)n1C1CC1	-11%	14	-15%	4.3	12%	1%	-5%	-14%
O=C(NCC(c1ccc(F)cc1)N1CCOCC1)c1nn(-c2ccccc2)c(=O)c2ccccc12 (stereo not given)	-5%	5	-13%	-1.5	9%	0%	4%	-7%
COc1ccc(/C=N\NC(=O)c2ccccc2OC)cc1COc1c(F)c(F)c(F)c(F)c1F	-16%	-2	6%	0.1	-6%	-1%	-3%	-6%

Screening data from PubChem BioAssay.

Only part of the results is shown. The share of hits here may be higher or lower than overall.
